Vif-A3F inh: qHTS for Inhibitors of Vif-A3F Interactions: qHTS; HeLa A3F-eYFP + Vif (tagged APOBEC3F with the HIV-1 protein that degrades it), YFP fluorescence increase; Potency, µM (highest dose often 46.1 µM), inactives show top-dose activity, negative = active; hit rate 0.2% among 390,000; further: potency means the concentration at half of the fitted maximal effect; % of control where 0% means no effect; nearly all actives have a fitted effect of over 65% in size
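HeLa cells stably expressing Vif plus C-terminally eYFP-tagged A3F were seeded, incubated overnight at 37 deg C, dosed with compound, incubated overnight again at 37 deg C. Yellow fluorescence (Ex 488/Em 500-530) reported blocked Vif-mediated A3F-eYFP degradation.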
Glioma ERSR ind: qHTS for Inducers of the Endoplasmic Reticulum Stress Response (ERSR) in Human Glioma: qHTS | U87-MG GRP78 promoter luciferase reporter, 16 h | Potency, µM, without a hit: at the highest dose activation, hits mostly activators | hit rate 0.02% among 420,000 | AID 602332, 2012; further: potency means the concentration at half of the fitted maximal effect; series mostly up to about 76 µM; % of control where 0% means no effect; nearly all actives have a fitted effect of over 35% in size
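Stably transfected U87-MG human glioma cells carrying a GRP78-based luminescent sensor were seeded at 1000 cells/well, pin-dosed with compounds and incubated 16 h. Luciferase reagent was then added, and end-point luminescence was read after 10 min at room temperature.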
RXFP1 agonist: qHTS Assay for Agonists of the Relaxin Receptor RXFP1 | Potency, µM (doses to about 57.5 µM), inactives show top-dose activation, usual class: activators | hit rate 0.3% among 370,000 | Relaxin receptor 1 (Homo sapiens), Q9HBX9 | HEK293T-RXFP1 cAMP TR-FRET, 30 min; response scale: percent of porcine relaxin response, buffer zero; further: potency means the concentration at half of the fitted maximal effect; on the % scale 0 is the no-effect control and ±100 the full control effect; nearly all actives have a fitted effect of over 60% in size; many of its hits are not listed in these tables
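Agonist response is measured as cAMP accumulation in an RXFP1-transfected HEK293T line under PDE4 inhibition. Values are scaled between buffer-only and 29 nM porcine relaxin, and EC50s come from standard Hill equation fits.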
LDHA block: qHTS assay for inhibitors of human lactate dehydrogenase; L-lactate dehydrogenase A chain (Homo sapiens), P00338; purified LDHA, NADH/diaphorase-resazurin fluorescence; active compounds read low; activity change, % (values are at about 110 or 230 µM); hit rate 0.15% among 480,000; in the data active means activity change below about -30%; inconclusive means mostly about -25% to -30%;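 further: plate controls were DMSO wells for no effect and wells without enzyme for full effect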
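Resorufin fluorescence (ex540/em590), read at 0 and 20 min after diaphorase/resazurin addition, reports the NADH left after a 5 min room-temperature reaction of 2 nM human LDH5 with 0.06 mM NADH and 0.2 mM pyruvate.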
D2 potentiator: HTS Assay for Positive Allosteric Modulators of the Human D2 Dopamine Receptor: Primary Screen for Potentiators. D(2) dopamine receptor (Homo sapiens), P14416. HEK293 T-REx D2, calcium flux, EC20 dopamine potentiation. potentiation, % at 10 µM. hit rate 0.34% among 340,000. AID 485347, 2010;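 active means potentiation over 3 SD above the plate norm, cut at about 30% in these data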; further: 0% is about no effect
Target sequence (P14416 whole entry, looked up): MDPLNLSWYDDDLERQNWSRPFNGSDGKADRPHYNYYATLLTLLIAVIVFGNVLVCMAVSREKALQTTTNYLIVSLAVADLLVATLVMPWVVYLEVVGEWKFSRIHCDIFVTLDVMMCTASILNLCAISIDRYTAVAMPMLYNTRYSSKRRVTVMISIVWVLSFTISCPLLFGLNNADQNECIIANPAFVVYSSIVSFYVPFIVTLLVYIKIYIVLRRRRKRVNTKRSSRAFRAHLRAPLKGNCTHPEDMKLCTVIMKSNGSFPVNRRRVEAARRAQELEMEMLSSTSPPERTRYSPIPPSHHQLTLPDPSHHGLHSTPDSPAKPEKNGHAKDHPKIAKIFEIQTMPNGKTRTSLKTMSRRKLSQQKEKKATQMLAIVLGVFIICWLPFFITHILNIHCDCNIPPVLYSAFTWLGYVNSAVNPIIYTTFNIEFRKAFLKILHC
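Tetracycline-induced HEK293 T-REx cells force-coupled to calcium signalling expressed D2; compounds were pin-added after a 10 s baseline, read kinetically 180 s, then an EC20 dopamine challenge followed with a further 180 s calcium read.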
D1 PAM: Potentiators of Human D1 Dopamine Receptor: qHTS; D(1A) dopamine receptor (Homo sapiens), P21728; HEK293 TREx D1 cells, calcium flux, dopamine EC20 potentiation; potentiation, % at 10 µM; hit rate 0.036% among 360,000; in the data active means potentiation above about 30%; further: 0% is about no effect
D1 antag: Antagonist of Human D 1 Dopamine Receptor: qHTS; AID 504652, 2011; hit rate 3.2% among 360,000; HEK293 TREx D1 cells, calcium flux, dopamine EC80; active compounds read low; D(1A) dopamine receptor (Homo sapiens), P21728; activity change, negative = inhibition, % at 10 µM; in the data active means activity change below about -30%; further: on the % scale 0 is the no-effect control and ±100 the full control effect
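Kinetic fluorescence of a calcium dye serves as the read-out. D1-expressing Hek293 Trex cells, induced overnight at 30 C, are exposed to compound for 180 s before an EC80 dopamine addition, then read 180 s further.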
D1 ag: Allosteric Agonists of the Human D1 Dopamine Receptor: qHTS. D(1A) dopamine receptor (Homo sapiens), P21728. HEK293 T-REx D1 cells, calcium flux, agonist mode. activation, % at 2 µM. hit rate 1% among 360,000. AID 504660, 2011; in the data active means activation above about 30%; further: 0% is about no effect
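Agonism was scored from calcium flux recorded over 180 s (1 read/s) after pintool compound addition, following a 10-cycle baseline. Cells were inducible force-coupled HEK293 TREx D1, plated overnight at 30 C and loaded with no-wash calcium dye.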
Vif-A3G inh: qHTS for Inhibitors of Vif-A3G Interactions: qHTS | DNA dC->dU-editing enzyme APOBEC-3G (Homo sapiens), Q9HC16 | HeLa A3G-eYFP + Vif (tagged APOBEC3G with the HIV-1 protein that degrades it), YFP fluorescence, overnight | Potency, µM (series often up to 46.1 µM), without a hit: at the top dose activity, negative = active, hits mostly inhibitors | hit rate 0.076% among 410,000 | AID 602310, 2012;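 further: potency means the concentration at half of the fitted maximal effect; on the % scale 0 is the no-effect control and ±100 the full control effect; nearly all actives have a fitted effect of over 60% in size; hits raise eYFP signal because A3G escapes Vif-driven loss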
Target sequence (Q9HC16 whole entry, looked up): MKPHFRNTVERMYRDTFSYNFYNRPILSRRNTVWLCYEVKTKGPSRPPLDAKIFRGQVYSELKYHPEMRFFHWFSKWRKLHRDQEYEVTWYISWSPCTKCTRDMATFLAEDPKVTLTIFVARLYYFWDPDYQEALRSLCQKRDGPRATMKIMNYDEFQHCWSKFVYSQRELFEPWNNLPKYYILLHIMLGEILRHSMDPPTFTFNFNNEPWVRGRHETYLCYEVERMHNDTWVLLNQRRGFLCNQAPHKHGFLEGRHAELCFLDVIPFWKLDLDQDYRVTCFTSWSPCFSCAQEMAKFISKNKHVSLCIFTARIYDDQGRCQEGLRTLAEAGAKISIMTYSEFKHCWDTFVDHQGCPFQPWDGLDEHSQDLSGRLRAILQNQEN
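Read-out is eYFP fluorescence (Ex 488/Em 500-530) from Vif-expressing HeLa A3G-eYFP cells; more signal means A3G escaped Vif-mediated degradation. Cells plated overnight, compound pinned in, incubated overnight at 37 deg C.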
* marks the source's active call; other numbers are inactive results; ? = inconclusive; · = no result given. Unless noted, the call rests on the fitted dose curve; in most records, active means well fitted curve in the direction sought with a large enough effect; inconclusive means small, poorly fitted or top-dose-only effect, or another doubt; inactive means no such curve, though single readings can be large; an effect the other way counts as inactive or inconclusive.

SMILES | Vif-A3F inh | Glioma ERSR ind | RXFP1 agonist | LDHA block | D2 potentiator | D1 PAM | D1 antag | D1 ag | Vif-A3G inh
CCCn1c(=O)sc2cc(NC(=O)c3ccccc3Cl)ccc21 | -12% | -3% | -0.8% | -4 | -3 | -2 | -20 | 7 | 1%
CCNc1nc2c(c(=O)[nH]c(=O)n2C)n1CC(O)COc1ccc(Cl)cc1Cl (stereo not drawn) | · | · | 0.1% | -11 | -17 | -2 | 3 | -2 | ·
CCC1CCCCN1CCCNC(=O)c1ccc2c(c1)N(Cc1c(F)cccc1Cl)C(=O)CS2 (stereo not drawn) | 9% | -4% | -0.3% | -3 | -8 | -2 | -1 | 3 | 2%
CCOC(=O)c1c(Nc2ccc(OC)cc2)nnc(-c2ccccc2)c1-c1ccccc1 | -1% | -1% | -2.0% | -1 | -12 | 1 | 9 | 0 | -3%
Cc1nn(-c2ccccc2)c(C)c1/C=N/NC(=O)c1cc(C2CC2)[nH]n1 | -2% | 4% | 0.7% | -1 | -8 | -2 | -7 | -1 | -4%
COc1cccc(-n2c(=O)c3ccccc3n3c(=S)[nH]nc23)c1 | -24% | -5% | 2.3% | -1 | -2 | -3 | 7 | 2 | 8%
CCOc1ccc(C2NC(=O)c3sc(=S)n(-c4ccccc4)c3N2)cc1 (stereo not drawn) | -6% | -5% | -0.4% | -3 | 15 | -12 | -16 | 2 | 1%
O=C(Cc1cccc([N+](=O)[O-])c1)Nc1ccc(C(=O)N2CCOCC2)cc1 | -1% | -4% | · | -2 | · | · | · | · | 1%
Cc1cccc(N2CCN(C(=O)c3cn4ccccc4n3)CC2C)c1 (stereo not drawn) | -38% | -2% | 2.8% | 0 | 4 | 1 | 3 | 1 | 2%
CN(C)CCCN(C(=O)c1ccco1)c1nc2c(F)cccc2s1 | 3% | -1% | -0.3% | -7 | -2 | -2 | 19 | 7 | 1%
CCOC(=O)NCN1C(=O)C2C3C=CC(C3)C2C1=O (stereo not drawn) | -4% | 5% | 0.4% | 2 | -9 | -8 | 14 | 7 | 0%
COC(=O)c1c(C)oc2cc(Br)c(OCC(=O)C(C)(C)C)cc12 | -1% | -3% | 1.4% | 0 | -5 | 2 | -1 | 4 | 2%
CCc1ccccc1NC(=O)Nc1ccc2c(c1)OCO2 | 1% | 1% | 4.3% | -1 | · | -7 | -2 | 0 | 2%
CN(Cc1cnn(C)c1)Cc1nc(COc2ccccc2)no1 | -14% | 0% | 0.4% | -1 | · | 1 | -4 | 4 | 0%
Cc1ccc(C2=NNC(=O)C(c3ccc(Cl)cc3)C2)cc1 (stereo not drawn) | 2% | -3% | -0.3% | -9 | 3 | -4 | 5 | -3 | -1%
CC1Cc2cc(S(=O)(=O)CCC(=O)NC3CCCCC3)ccc2N1C(=O)C1CC1 (stereo not drawn) | 2% | -3% | 0.1% | 1 | -4 | -1 | 29 | 3 | 2%
NS(=O)(=O)c1ccc(CCNC(=O)c2ccc[nH]c2=S)cc1 | 10% | 1% | 4.8% | -5 | -3 | 0 | -14 | 2 | 0%
Cc1ccc(C(C)C)c(OCc2ccc(C(=O)N/N=C/c3ccc(C(=O)O)cc3)cc2)c1 | 4% | -11% | 0.0% | -5 | 7 | -1 | -22 | 2 | -1%
COc1ccc(-c2cc(C(=O)O)c3c(C)nn(-c4ccccn4)c3n2)cc1 | -1% | 0% | -1.4% | -1 | 25 | -5 | -40* | 4 | 2%
CCN(C(=O)COC(=O)Cc1c(F)cccc1Cl)c1c(N)n(Cc2ccccc2)c(=O)[nH]c1=O | 5% | 4% | -2.4% | -9 | 0 | 4 | 6 | 5 | -5%

Reprinted from the part before: 2 compounds, then new ones.
SMILES | Vif-A3F inh | Glioma ERSR ind | RXFP1 agonist | LDHA block | D2 potentiator | D1 PAM | D1 antag | D1 ag | Vif-A3G inh
COc1ccc(-c2cc(C(=O)O)c3c(C)nn(-c4ccccn4)c3n2)cc1 | -1% | 0% | -1.4% | -1 | 25 | -5 | -40* | 4 | 2%
CCN(C(=O)COC(=O)Cc1c(F)cccc1Cl)c1c(N)n(Cc2ccccc2)c(=O)[nH]c1=O | 5% | 4% | -2.4% | -9 | 0 | 4 | 6 | 5 | -5%
NC(=O)C1CCN(C(=O)CN2CCc3ccccc32)CC1 | 10% | 4% | 0.2% | 7 | -14 | -3 | -26 | 1 | 1%
CCOc1ccc(S(=O)(=O)Nc2cccc(-c3ccc(N4CCC(C)CC4)nn3)c2)cc1 | 2% | 0% | -0.9% | -2 | 7 | 7 | -9 | 0 | 5%
COc1cc(C(=O)NC(C)c2ccc(-n3ccnc3)cc2)cc(OC)c1C (stereo not drawn) | -4% | -1% | -1.2% | -11 | 31* | 5 | -7 | -2 | 1%
S=C(NCCc1ccccc1)Nc1c(Cl)cccc1Cl | ? | 1% | 2.5% | -3 | 5 | -11 | -26 | 1 | -1%
COc1cc(NC(=O)C2=COCCO2)c(OC)cc1Cl | 4% | -2% | 0.3% | 1 | 6 | 3 | -4 | 3 | 0%
Cc1cc(C)n(CCN(C)C(=O)CCc2nnc(CCC3CCCCC3)o2)n1 | 1% | 3% | 4.8% | 1 | 4 | -6 | -6 | -1 | -4%
COc1cc(NC(=O)CN2CCN(C(=O)C3CCCO3)CC2)c(OC)cc1Cl (stereo not drawn) | 1% | -2% | -2.3% | -7 | 0 | 0 | -10 | 3 | 0%
CC(=O)Nc1ccc(NC(=O)c2nc(SCc3ccccc3C)ncc2Cl)cc1 | · | · | -1.5% | -4 | · | 2 | -14 | 3 | ·
COc1ccc(-c2oc3ccc(N4CCOCC4)cc3c2/C=C/c2ccc(OC)c(OC)c2)cc1 | 2% | -2% | ? | 0 | 2 | -6 | -2 | 1 | -5%
O=S(=O)(NCc1ccccc1)c1ccc2[nH]c3c(c2c1)CCCCC3 | -21% | -4% | 1.1% | -4 | 6 | -7 | -4 | 15 | 5%
O=C(CNC1CCCCC1)NCC1(c2ccccc2)CCCC1 | 8% | 1% | 2.0% | -17 | 10 | 0 | 5 | 7 | 0%
Cc1cc(Nc2ccccc2)n(-c2cccc(Cl)c2)n1 | -1% | -4% | -0.8% | -3 | 2 | -7 | -8 | 0 | -24%
COCCCNc1nnc(Cc2ccc(Cl)cc2)c(=O)[nH]1 | 0% | -7% | -1.6% | -5 | 6 | -2 | -10 | 1 | ?
Cc1[nH]c2ccccc2c1/C=N/Nc1ccc(F)cc1F | · | · | -0.5% | · | 1 | -2 | -6 | 0 | ·
NNC(=O)c1cc(C23CC4CC(CC(C4)C2)C3)nc2ccccc12 | -22% | -1% | -1.3% | -4 | 0 | -2 | 29 | -1 | -1%
Cc1ccc(/C(O)=C2\C(=O)C(=O)N(Cc3cccnc3)C2c2ccccc2[N+](=O)[O-])cc1 (stereo not drawn) | -6% | 1% | 5.5% | 2 | 9 | -3 | 5 | 1 | -5%
Cc1ccc(CCNS(=O)(=O)c2ccc3c(c2)NC(=O)CCS3)cc1 | 7% | -2% | 2.6% | -7 | -1 | -9 | -26 | 6 | 0%
O=C(NCCCCNC(=O)c1ccccc1Cl)c1ccccc1Cl | 12% | 1% | 2.8% | 2 | -3 | 3 | -17 | 7 | -10%
CN(C(=O)CC1C(=O)NCCN1Cc1ccoc1)C1CCOCC1 (stereo not drawn) | 4% | -1% | -2.0% | -7 | 13 | 2 | 8 | 1 | 2%
CC(Sc1nncs1)C(=O)NCc1ccc2c(c1)OCO2 (stereo not drawn) | -3% | -2% | -0.4% | -7 | -1 | -1 | 1 | 3 | -3%
CCS(=O)(=O)c1ccccc1C(=O)N1CCN(c2nc3ccccc3s2)CC1 | 6% | -2% | 0.4% | -1 | 4 | -3 | · | 5 | 9%
O=C(COc1ccc(Cl)cc1)Nc1ccc(C(=O)OCc2cc(=O)n3ccsc3n2)cc1 | -2% | -6% | 3.1% | -4 | -3 | -1 | -12 | 3 | 0%
CC(=O)Nc1ccc(C(=O)N/N=C/c2ccc(F)cc2)cc1 | -5% | -4% | 1.7% | -2 | -5 | -6 | 7 | 2 | 9%
CCCN(C)C[C@H]1Oc2cc(C#Cc3ccc(F)cc3)ccc2S(=O)(=O)N([C@H](C)CO)C[C@@H]1C | -6% | -2% | · | 0 | · | · | · | · | 1%
Cc1ccc(OCC(=O)NC2CC(C)(C)NC(C)(C)C2)c(C)c1 | -15% | -2% | -1.6% | -2 | 8 | 0 | -19 | 6 | -4%
O=C(CCC(=O)N(CC(=O)NC1CCCCC1)Cc1ccccc1)Nc1nccs1 | 4% | -3% | 1.2% | -7 | 2 | -1 | 6 | 0 | 0%
CCC1CCCCN1C(=O)CSc1nc(N)cc(N)n1 (stereo not drawn) | -11% | -2% | 2.1% | -5 | -3 | -2 | -6 | 4 | -6%
O=C(C1CCCN(Cc2ccccc2[N+](=O)[O-])C1)N1CCCC1 (stereo not drawn) | 13% | -5% | 1.6% | -14 | 8 | -3 | 20 | 1 | 1%
CN(C1CCCCC1)S(=O)(=O)c1ccc(NC(=O)C2CCCCC2)cc1 | -11% | -3% | -0.5% | -2 | -2 | -13 | -18 | 7 | 0%
O=C(COc1ccccc1)Nc1ccc2[nH]ncc2c1 | 5% | 5% | -2.4% | 3 | -1 | -7 | -20 | 5 | 2%
CCOC(=O)c1c(C)[nH]c(C(=O)OCC(=O)NCc2ccc(OC)c(OC)c2)c1C | 0% | -2% | 0.2% | -5 | 10 | 1 | -10 | 1 | 0%
Cc1ccc(-c2nc3cccnc3s2)cc1NC(=O)C(C)C | 2% | -1% | 3.8% | 1 | -5 | 1 | 27 | 30* | 3%

Source: PubChem BioAssay

These rows are one share of the data; count on the stated rates, not on these rows.
